PP1 inh: PP1-alpha (human) inhibition in PP5 counter-screen; actives 0.9% (n = 320,000); inhibition, % at 6.7 µM; P62136; AID 2235; purified PP1alpha, OMFP fluorescence;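 active = inhibition above the mean inhibition of all tested compounds plus 3 SD, computed separately for each screening campaign, cut at about 15% in these data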
PP5 inh: PP5 (human) phosphatase inhibition | AID 1987 | actives 0.18% (n = 320,000) | P53041 | purified PP5c, OMFP substrate fluorescence | inhibition, % at 6.7 µM;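 active = inhibition above the campaign's mean inhibition across all tested compounds plus 3 SD, cut at about 9.5% in these data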;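 note: 0% = DMSO only and 100% = 100 µM cantharidin control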
procasp7 counter: counter-screen for procaspase-3 activators: activators of human procaspase-7. P55210. recombinant procaspase-7, Ac-DEVD-pNA absorbance 405 nm; D23A/D198A/D206A triple mutant, cannot self-cleave; scale: DMSO 0, 5 µM enzyme 100. activation, % at 8.5 µM. actives 0.093% (n = 330,000). AID 463210;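 active = percent activation above the screen-wide mean plus 3 SD, cut at about 25% in these data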
Target sequence (P55210 whole entry D23A/D198A/D206A): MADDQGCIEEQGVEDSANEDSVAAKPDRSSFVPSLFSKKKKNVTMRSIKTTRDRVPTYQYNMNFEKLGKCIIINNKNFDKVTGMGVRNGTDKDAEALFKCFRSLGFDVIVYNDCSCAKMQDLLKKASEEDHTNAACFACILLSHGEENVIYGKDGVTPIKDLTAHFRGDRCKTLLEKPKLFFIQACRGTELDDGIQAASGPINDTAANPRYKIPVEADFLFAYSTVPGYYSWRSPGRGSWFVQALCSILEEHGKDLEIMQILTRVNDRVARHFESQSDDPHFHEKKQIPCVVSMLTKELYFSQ
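Assay system: Uncleavable procaspase-7 mutant enzyme / Input: 2 µM procaspase-7 mutant as dispensed / Dosing: single nominal 8.5 µM compound dose, 0.8% DMSO final / Timing: 1 h enzyme–compound preincubation and 2 h substrate reaction, both 25 °C / Detection: p-Nitroaniline absorbance at 405 nm, read at 0 and 120 min / Replication: singlicate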
proCasp3 act: activates human procaspase-3; P42574; recombinant procaspase-3 D3A, Ac-DEVD-pNA absorbance 405 nm; activation, % at 8.5 µM; actives 0.11% (n = 330,000); AID 463141;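 active = activation above the mean of all tested compounds plus 3 SD, cut at about 21% in these data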;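 note: 0% = DMSO alone and 100% = DMSO wells spiked with extra 5 µM PC-3 D3A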
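Assay system: Autoprocessing-dead procaspase-3 D3A mutant enzyme; also added: Ac-DEVD-pNA; doses: one concentration, 8.5 µM nominal, 0.8% DMSO; times: 1 h compound preincubation, 2 h substrate hydrolysis at 25 °C; technique: 405 nm absorbance of p-nitroaniline, reads at 0 and 120 min; measure: % activation between DMSO and enzyme-spiked controls; repeats: single replicate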
GRK2 aptamer HTS: inhibitors of human GRK2 displacing RNA aptamer; P25098; bead flow cytometry, FAM-aptamer displacement from GRK2; inhibition of aptamer binding, % at 10 µM; actives 0.59% (n = 330,000);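 active = inhibition of aptamer binding above 40%, roughly 3 SD of noise, on plates passing a quality check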;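 note: median bead fluorescence of bound FAM aptamer so fluorescent compounds give negative values; no value below 0 was filed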
Target sequence (P25098 whole entry, looked up): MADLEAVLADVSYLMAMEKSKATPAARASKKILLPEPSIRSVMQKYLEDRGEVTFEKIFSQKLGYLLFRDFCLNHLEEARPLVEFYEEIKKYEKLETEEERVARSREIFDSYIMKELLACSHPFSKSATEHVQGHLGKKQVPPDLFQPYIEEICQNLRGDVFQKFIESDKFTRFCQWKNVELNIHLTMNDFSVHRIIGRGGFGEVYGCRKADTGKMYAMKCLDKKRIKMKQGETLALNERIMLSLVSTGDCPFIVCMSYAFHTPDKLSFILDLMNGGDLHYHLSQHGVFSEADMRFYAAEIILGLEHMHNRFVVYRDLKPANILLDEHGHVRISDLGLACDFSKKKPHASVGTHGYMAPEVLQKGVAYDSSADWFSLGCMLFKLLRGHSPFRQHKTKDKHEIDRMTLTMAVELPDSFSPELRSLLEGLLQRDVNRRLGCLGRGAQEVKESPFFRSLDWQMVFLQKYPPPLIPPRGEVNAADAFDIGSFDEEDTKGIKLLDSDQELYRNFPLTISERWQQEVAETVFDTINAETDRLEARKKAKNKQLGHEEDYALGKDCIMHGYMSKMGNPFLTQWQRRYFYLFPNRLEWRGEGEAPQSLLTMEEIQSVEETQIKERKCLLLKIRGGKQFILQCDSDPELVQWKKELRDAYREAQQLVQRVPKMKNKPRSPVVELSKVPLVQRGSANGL
core dimer inh: HCV core protein dimerization inhibition; actives 0.33% (n = 300,000); TR-FRET GST/Flag-core106 dimerization, 1536-well; inhibition, % at 5 µM;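 active = inhibition above the mean of all tested compounds plus 3 SD, set per screening campaign, cut at about 45% in these data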
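System: GST-tagged and Flag-tagged HCV core protein residues 1-106 / Input: core106 proteins, GST 13.5 nM and Flag 17 nM / Buffer or medium: KF-containing HEPES buffer, pH 7.45, DTT, CHAPS, BSA / Probe or stimulus: Eu-anti-GST and XL665-anti-Flag labelled anti-tag antibodies / Schedule: 4 h, 22.5 °C incubation / Technique: TR-FRET 671 and 617 nm emission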
Fh CTSL1 inh: blocks F. hepatica cathepsin L1 in PFM18AAP counter-screen; recombinant F. hepatica cathepsin L1, Z-Leu-Arg-MCA fluorescence; inhibition, % at 5.96 µM; actives 0.49% (n = 300,000); AID 1906;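 active = inhibition above the mean of all tested compounds plus 3 SD, set per screening campaign, cut at about 17% in these data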;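 note: 0% = plate median of test compound wells and 100% = 1 µM Z-Phe-Ala-diazomethylketone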
VLA-4 inh: inhibition in a human VLA-4 binding assay | P13612 | VLA-4 expressing cells, ligand binding flow cytometry | inhibition, % (about 7 µM as worked out from the volumes in the protocol) | actives 0.2% (n = 330,000) | AID 2557; in the data active = inhibition above about 50%
GASC-1 inh: human JMJD2C demethylase inhibition; Q9H3R0; GST-JMJD2C(1-420) H3K9me3 demethylation, DELFIA europium; inhibition, % at 2.35 µM; actives 0.069% (n = 330,000); AID 2099;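 active = more than half of a compound's replicate wells show inhibition beyond 50%, single wells judged on their own value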;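 note: signal counts dimethyl H3K9 product captured on neutravidin plate; 0% = median of DMSO wells and 100% = 0.3 times that DMSO median; strong numbers were not always called active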
* hit, by the source's call; . = not tested or not shown; & = joins results of further samples.

SMILES	PP1 inh	PP5 inh	procasp7 counter	proCasp3 act	GRK2 aptamer HTS	core dimer inh	Fh CTSL1 inh	VLA-4 inh	GASC-1 inh
CCNC(=O)CC1C(=O)N(c2ccc(C)cc2)C(=O)N1CCc1ccc(OC)c(OC)c1 (centres undefined)	2	0.4	9	-2	2	-4	2	17	6
COc1cccc(-c2nnc(SCc3ccc(C#N)cc3)n2Cc2ccco2)c1	3	-0.9	7	6	0	12	-2	-13	0
N#Cc1c(-c2ccccc2)nc(SCC(=O)Nc2nnc(C(F)(F)F)s2)[nH]c1=O	-7	-5.0	4	7	2	7	7	-3	19
FC(F)(F)c1cccc(NCc2cn3cccnc3n2)c1	0	1.7	-1	-1	0	5	4	9	34
COc1cc(/C=C/CN2CCN(CCC(C)C)C(CCO)C2)ccc1O (centres undefined)	-2	-0.5	4	-8	0	-5	2	4	24
O=C(COc1ccccc1-c1ccccc1)NCCN1C(=O)S/C(=C\c2cccnc2)C1=O	6	2.2	-13	4	2	8	-1	4	4
COc1ccc(/C=C/C(=O)Nc2nc(C)c(C(=O)N(C)C)s2)cc1OC	-2	-1.4	-1	2	3	-3	0	3	7
CC1CN(C(=O)c2cccc(S(=O)(=O)NCc3ccccc3)c2)CC(C)O1 (centres undefined)	2	2.9	0	0	0	.	.	2	0
Cc1ccccc1OCC(=O)NCC(c1cccs1)N1CCOCC1 (centres undefined)	-4	0.6	3	12	3	-1	-3	1	10
Cc1cccc(C(=O)Oc2c(Br)cc(Br)cc2/C=N/NC(=O)c2ccncc2)c1	-3	0.6	-3	5	1	6	5	6	16
COCCN1C(=O)c2ccc(C(=O)Nc3cccnc3)cc2C1=O	0	-0.1	-6	2	0	1	-2	14	0
O=S(=O)(NCC1CN(S(=O)(=O)c2ccc3c(c2)OCCO3)C1)c1c(F)cccc1F	.	.	-9	5	0	.	.	6	.
O=C1CCC(=O)N1N1C(=O)C2C3c4ccccc4C(c4ccccc43)C2C1=O (centres undefined)	-10	-0.4	6	-1	3	-2	-5	-1	-2
COCCN(C(=O)c1csnn1)C(C(=O)NC(C)(C)C)c1cccc(OC)c1 (centres undefined)	-2	-3.1	-5	1	2	-3	-3	8	-2&-17
CC(C)=CC(=O)O[C@@H]1Cc2c(ccc3ccc(=O)oc23)OC1(C)C	.	.	10	1	0	.	.	18	35
Cc1ccc(C(=O)OCN2C(=O)c3ccccc3C2=O)c(O)c1	2	2.0	-3	3	0	-13	0	0	4
Cc1cc(OCC(=O)c2ccc(C(F)(F)F)cc2)n2cnnc2n1	-1	-0.6	6	6	0	-2	1	0	3
CCCNC(=O)N1CCC(n2nccc2NC(=O)CCOc2ccccc2)CC1	-5	0.3	-2	-5	6	0	-5	-8	2
CCCOc1ccccc1N/C(=N/c1nc(C)cc(C)n1)NC(=O)Nc1ccc(Cl)cc1	0	0.0	-2	-2	0	-3	-5	1	1
CCCCCCCNC(=O)C1(CC2CC(c3ccc(Cl)cc3)=NO2)CCN(C(=O)C2CCCC2)CC1 (centres undefined)	-3	2.2	-6	-2	3	7	-1	7	13
Cc1cc2ncn(C(=O)N3CCOCC3)c2cc1C	0	2.5	2	3	0	0	-4	8	11
CC1(C)Cc2c(cnn2-c2ccccc2)C(NC(=O)c2ccc[n+]([O-])c2)C1 (centres undefined)	-3	1.5	6	3	2	-8	2	0	17
O=C(NCc1ccc(F)cc1)c1cc(S(=O)(=O)N2CCCCC2)ccc1Cl	-3	2.5	-6	-3	0	.	.	14	-2
Cc1ccccc1C=O	-3	-0.5	-2	2	0	.	.	10	11

Some of these compounds in order of count of non-hydrogen atoms, ascending.
SMILES	PP1 inh	PP5 inh	procasp7 counter	proCasp3 act	GRK2 aptamer HTS	core dimer inh	Fh CTSL1 inh	VLA-4 inh	GASC-1 inh
Cc1cc2ncn(C(=O)N3CCOCC3)c2cc1C	0	2.5	2	3	0	0	-4	8	11
O=C(NCc1ccc(F)cc1)c1cc(S(=O)(=O)N2CCCCC2)ccc1Cl	-3	2.5	-6	-3	0	.	.	14	-2
CCCNC(=O)N1CCC(n2nccc2NC(=O)CCOc2ccccc2)CC1	-5	0.3	-2	-5	6	0	-5	-8	2
CCCOc1ccccc1N/C(=N/c1nc(C)cc(C)n1)NC(=O)Nc1ccc(Cl)cc1	0	0.0	-2	-2	0	-3	-5	1	1
CCCCCCCNC(=O)C1(CC2CC(c3ccc(Cl)cc3)=NO2)CCN(C(=O)C2CCCC2)CC1 (centres undefined)	-3	2.2	-6	-2	3	7	-1	7	13

Continued:
SMILES	PP1 inh	PP5 inh	procasp7 counter	proCasp3 act	GRK2 aptamer HTS	core dimer inh	Fh CTSL1 inh	VLA-4 inh	GASC-1 inh
CCOC(=O)N1CCN(c2c(N3CCN(c4ccccc4OC)CC3)c(=O)c2=O)CC1	-3	-0.4	-1	2	2	-8	-1	-17	-5
Cc1ccc2c(c1)N(CC(=O)NCCCN1CCOCC1)C(=O)c1cccnc1O2	-4	1.1	-1	7	0	-6	1	25	7
Cc1ccc(SCc2nc3ccccc3n2CC(=O)Nc2c(C)cccc2C)cc1	16*	1.2	14	10	0	4	-2	9	4
O=S(=O)(NC1=NCCC1)c1cccc(NC(=S)NCCc2ccccc2)c1	-6	2.2	1	5	0	5	-5	2	7
CSCCC(NC(=O)C1CCCC1)c1nnc2ccccn12 (centres undefined)	0	-1.4	-4	5	0	-5	-3	-1	-11
O=C(COC(=O)/C=C/c1ccc(Cl)cc1)NC1CCCC1	-5	2.8	7	-3	0	.	.	6	0
CC(C)(C)NC(=O)NC(=O)Cn1ccsc1=N	-2	-1.8	-1	7	3	-6	-1	9	1
O=C(Nc1ccc([N+](=O)[O-])cc1)c1nc[nH]c1C(=O)NC1CCCCC1	2	2.6	6	10	3	-3	-4	-5	-2
Cc1ccsc1/C=N/N=C1\C(=O)Nc2ccccc21	-3	3.2	16	-8	0	-2	-1	11	-12
CC1=C(C(=O)OCc2ccccc2)C(c2ccoc2)C(C#N)=C(N)O1 (centres undefined)	-2	3.2	9	-1	0	8	-2	23	3
CC(=O)NC1(C(F)(F)F)NC(=O)N(c2ccc(F)cc2)C1=O (centres undefined)	2	-0.9	3	-2	1	1	0	2	20
COc1ccc(N2C(=O)CC(Sc3nc(C)cc(C)c3C#N)C2=O)cc1 (centres undefined)	-2	2.4	-17	-26	0	7	1	18	5
Cc1cc2oc(=O)sc2cc1NS(=O)(=O)c1cccc2cccnc12	-1	-0.2	-1	-15	2	-6	4	4	7
COc1ccc(OC)c(Nc2c3c(nc4ccccc24)CCC3)c1	-1	2.6	-9	-2	2	0	7	-9	3
COc1cc(/C=C2\SC(=O)N(CCNC(=O)c3sc4cc(F)ccc4c3Cl)C2=O)cc(OC)c1OC	-5	0.8	0	-6	0	2	-3	2	2
CCOc1ccc(-c2c(C)sc3nc[nH]c(=O)c23)cc1	1	-0.7	9	10	0	3	-2	10	6
CN(Cc1ccccc1F)C(=O)c1sccc1-c1ccccc1	4	3.5	-4	-2	0	-12	-1	2	-1
COCCN1C=C2C(=O)C(C)(OC(=O)CCc3ccccc3)C(=O)C=C2C=C1c1ccc(C#N)cc1 (centres undefined)	3	2.0	-1	-11	5	7	-1	-3	4
CC(C)c1ccc(NC(=O)c2csnn2)cc1	-6	-1.5	-2	-5	0	2	-3	18	8
COCCCNc1nc(N)c([N+](=O)[O-])c(NCC2CCCO2)n1 (centres undefined)	-5	1.0	-3	-1	6	2	-1	3	1
Cc1c(C(=O)Nc2ccccc2)sc2ncn(CC(=O)N3CCCCC3)c(=O)c12	3	2.7	14	5	0	-11	5	-3	-2
CC(C)(C)CNc1cc(N2CCCC2)ccc1[N+](=O)[O-]	0	1.2	3	5	2	2	4	6	1
COc1ccc(CCNC(=O)CSc2ccc(-c3ccco3)nn2)cc1	3	-2.2	-13	-2	5	-1	-3	-2	-16
O=C(Cn1c(=O)n(CCC(=O)N2CCCCC2)c(=O)c2sccc21)NCc1ccccc1	0	-1.4	10	8	3	0	2	-4	28
O=C(NCC1CCCO1)c1c(O)c2cccc3c2n(c1=O)CCC3 (centres undefined)	-2	0.2	0	4	0	0	0	-5	-2
O=C1CSC(c2ccccc2)N1c1nc(-c2ccc(Cl)cc2Cl)cs1 (centres undefined)	-14	2.2	-5	-4	0	-1	-3	0	-5
Clc1ccc(-c2nnc3n2CCCC3)cc1Cl	0	0.9	-2	2	0	0	2	-1	-6
O=c1c2ccccc2nc2ccccn12	-1	-2.1	-3	-8	0	-3	0	-3	1
C(C#CCCCCCCCCC[n+]1ccccc1)#CCCCCCCCCC[n+]1ccccc1	12	0.3	1	-1	0	-7	-11	0	-22
CCCCC(=O)Nc1ccc(NC(=O)c2cnccn2)cn1	-2	-1.7	5	7	2	-2	2	5	2
Cc1ccc(C)c(Cn2nnc3c(=O)[nH]c(C4CCN(S(=O)(=O)c5ccc(S(=O)(=O)NC6CC6)cc5)CC4)nc32)c1	18*	5.2	8	8	2	33	-2	9	-1
Cc1sc(NC(=S)NC(=O)c2cccs2)nc1-c1ccc(CC(C)C)cc1	-2	-0.5	9	-1	0	-6	-1	2	6
Cc1ccc(NC(=O)CN(C)CC(=O)Nc2cccc(F)c2)cc1[N+](=O)[O-]	-2	4.0	-5	-2	1	2	-7	9	13
CC1CCN(C(=O)c2ccccc2NC(=O)c2cccs2)CC1	0	-0.8	6	2	15	-6	2	3	14
O=Cc1ccccc1OCCN1CCCC1=O	0	0.9	6	1	9	-4	0	-5	-14
O=c1cc(NCCO)c2ccccc2o1	-3	-1.3	10	2	3	-6	1	1	-5
COC(=O)C1=C(C)N(C(C)c2ccccc2)C(=O)/C1=C\c1ccco1 (centres undefined)	-1	1.5	-9	1	1	12	3	-12	-4
O=S(=O)(/N=C(/Nc1cccc2ccccc12)c1ccccc1)c1ccc(F)cc1	-1	0.7	3	-7	0	6	-2	7	7
NNC(=O)CNC(=O)CNS(=O)(=O)c1ccccc1	-7	3.5	-2	-4	0	3	-2	14	37
CCc1nnc(NC(=O)CN2CCN(c3cccc(OC)c3)CC2)s1	34*	0.9	11	1	0	-6	-3	15	-10
C=CCSc1ncccc1C(=O)NCc1ccc(C)cc1	-3	4.5	-2	-1	1	-2	1	-10	16
O=C(NCC1CCCO1)c1cccc(NS(=O)(=O)c2ccc(Br)cc2)c1 (centres undefined)	-6	-1.0	0	6	1	2	-4	-1	0
Cc1nn(-c2ccccc2)cc1C(=S)Nc1ccccc1	-2	2.1	2	0	0	-3	-1	4	-5
COC(=O)c1ccc(C(=O)OC)c(NC(=S)N2CCN(c3ccccc3F)CC2)c1	5	0.4	3	0	1	2	3	10	-4
CCn1c(=O)c2cc(C(=O)NCCC(C)C)sc2c2ccccc21	-1	1.0	10	6	51*	7	1	6	-17
C=CCn1c(C)cc(-c2csc(NCC)n2)c1C	-1	2.8	3	1	23	-2	-5	-8	2
